# Compound activity deposited in PubChem by several laboratories.
# RBBP9 inh = human RBBP9 inhibitors, primary screen, biochemical, fluorescence polarization, FP-Rh probe, HTS; Serine hydrolase RBBP9 (Homo sapiens), O75884; recombinant RBBP9; inhibition, % at 7.94 µM; hit rate 0.2% among 220,000;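 active means inhibition above the campaign mean of all tested compounds plus 3 SD, cut at about 14% in these data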;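 further: plate controls were DMSO wells with RBBP9 for no effect and wells lacking RBBP9 protein for full effect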
# Target sequence (O75884 whole entry, looked up): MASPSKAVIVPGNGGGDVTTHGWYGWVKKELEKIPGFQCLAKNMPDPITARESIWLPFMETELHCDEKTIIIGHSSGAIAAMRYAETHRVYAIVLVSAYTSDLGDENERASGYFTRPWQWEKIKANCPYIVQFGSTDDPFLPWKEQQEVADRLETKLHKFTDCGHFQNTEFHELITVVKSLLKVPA
#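 system = RBBP9 protein | input = RBBP9 at 2.5 µM in dispensed solution, before mixing | measured by = fluorescence polarization (mP), excitation 525 nm, emission 598 nm | incubation = enzyme-compound preincubation 30 min, then probe labeling 45 min, 25 °C | buffer or medium = Tris-NaCl-Pluronic buffer, pH 8.0 | compound = single dose 7.94 µM | also added = FP-Rh probe, 375 nM dispensing solution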
# TNF death inh = inhibitors of TNF-alpha triggered necroptosis, primary screen, cell-based, Jurkat FADD-/-, single concentration. hit rate 0.068% among 220,000. AID 463075, 2010. activation (protection from cell death), % at 10 µM. Jurkat FADD-/- TNF necroptosis rescue, ATP luminescence, 24 h; 0 = TNF only, 100 = no-TNF cells;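 active means activation, meaning protection from cell death, of at least 50% relative to plate controls; inactive means activation below 50%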;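 further: necroptosis triggered by 40 ng/mL TNF-alpha added together with compound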
# EP2 mod = EP2 receptor modulators, cAMP readout, primary screen, cell-based, HTRF cAMP, PGE2 stimulation. hit rate 0.83% among 260,000. induction, % at 25 µM. Prostaglandin E2 receptor EP2 subtype (Homo sapiens), P43116. EP2-expressing cells, cAMP HTRF FRET, PGE2 co-stimulation;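 active means compounds whose cAMP rise, as percent of the full-agonist control response, exceeds 60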;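 further: rat C6 glioma line stably carrying human EP2 under a CMV promoter; the protocol text gives 20 µM as final concentration; 100% = response of wells given 1 µM PGE2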
# Target sequence (P43116 whole entry, looked up): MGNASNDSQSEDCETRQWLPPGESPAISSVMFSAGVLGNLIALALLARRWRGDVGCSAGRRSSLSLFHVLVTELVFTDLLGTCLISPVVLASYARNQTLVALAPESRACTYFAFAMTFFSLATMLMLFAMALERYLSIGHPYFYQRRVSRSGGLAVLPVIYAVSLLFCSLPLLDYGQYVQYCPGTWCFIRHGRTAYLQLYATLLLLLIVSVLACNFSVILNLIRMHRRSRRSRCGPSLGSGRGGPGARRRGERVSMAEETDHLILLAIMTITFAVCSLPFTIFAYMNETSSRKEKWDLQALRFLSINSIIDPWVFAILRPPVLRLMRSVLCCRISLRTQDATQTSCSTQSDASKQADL
# L929 necroptosis = inhibitors of zVAD-triggered necroptosis, primary screen, L929 cells. L929 zVAD necroptosis rescue, ATP luminescence, 24 h; with zVAD 60 µM. viability rescue, % at 10 µM. hit rate 0.38% among 220,000. AID 1377, 2008;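 active means activation, scaled between plate controls, above about 75%, limit read from the data; inactive means activation under that limit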;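 further: 0% = zVAD with DMSO and 100% = DMSO alone without zVAD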
# PERK inh = block of dimerizer-induced PERK translation repression, primary screen, PERK inhibitor project, CHO PERK-DD cells, SEAP luminescence, HTS; CHO PERK-DD fusion, SEAP luminescence translation reporter; inhibition, % at 5.6 µM; hit rate 0.17% among 220,000;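 active means inhibition above the mean inhibition of all tested compounds plus 3 SD, set separately per screening campaign, cut at about 2.9% in these data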;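 further: PERK kinase domain activated by AP20187 dimerizer at 100 nM; 0% = DMSO with dimerizer and 100% = rapamycin at 8.4 µM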
# Runt-SMMHC FRET = inhibitors of RUNX1 Runt–CBFb-SMMHC binding, primary screen, biochemical, FRET, Cerulean-Runt, Venus-CBFb-SMMHC, uHTS. Runt-related transcription factor 1 (Homo sapiens) + Core-binding factor subunit beta …. Cerulean-Runt/Venus-CBFb-SMMHC FRET ratio 530/480, 1 h. inhibition, % at 20 µM. hit rate 0.74% among 220,000;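 active means mean inhibition across duplicate retests at 20 µM reaching about 50%, limit read from the data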;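 further: 0% = DMSO wells and 100% = wells with excess untagged CBFb-SMMHC; inhibitors lower the FRET ratio by blocking Runt binding to CBFb-SMMHC; some results filed as inactive read as strong as hits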
# EP2 antag = human EP2 receptor antagonists, primary screen, TR-FRET cAMP, C6 glioma cells; hit rate 0.52% among 260,000; C6 glioma cells expressing human EP2; cells stimulated with saturating PGE2; AID 1422, 2008; inhibition, % at 25 µM;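 active means percent inhibition above 40 after rounding to a whole number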;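 further: rat C6 glioma host cells with rolipram phosphodiesterase inhibitor present; the protocol text gives 20 µM as final concentration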
# Hck-Nef inh = inhibitors of Nef-activated human Hck kinase, primary screen, biochemical, Z-Lyte FRET, 384-well, Hck-YEEI | Tyrosine-protein kinase HCK (Homo sapiens), P08631 | Recombinant Hck-YEEI plus Nef, Z-Lyte FRET kinase assay | inhibition, % at 20 µM | hit rate 0.68% among 220,000;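 active means Hck-Nef kinase inhibition above about 50%, limit read from the data; inactive means inhibition below that limit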;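 further: 0% = DMSO with Hck plus Nef and 100% = Hck alone without Nef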
# Target sequence (P08631 whole entry, looked up): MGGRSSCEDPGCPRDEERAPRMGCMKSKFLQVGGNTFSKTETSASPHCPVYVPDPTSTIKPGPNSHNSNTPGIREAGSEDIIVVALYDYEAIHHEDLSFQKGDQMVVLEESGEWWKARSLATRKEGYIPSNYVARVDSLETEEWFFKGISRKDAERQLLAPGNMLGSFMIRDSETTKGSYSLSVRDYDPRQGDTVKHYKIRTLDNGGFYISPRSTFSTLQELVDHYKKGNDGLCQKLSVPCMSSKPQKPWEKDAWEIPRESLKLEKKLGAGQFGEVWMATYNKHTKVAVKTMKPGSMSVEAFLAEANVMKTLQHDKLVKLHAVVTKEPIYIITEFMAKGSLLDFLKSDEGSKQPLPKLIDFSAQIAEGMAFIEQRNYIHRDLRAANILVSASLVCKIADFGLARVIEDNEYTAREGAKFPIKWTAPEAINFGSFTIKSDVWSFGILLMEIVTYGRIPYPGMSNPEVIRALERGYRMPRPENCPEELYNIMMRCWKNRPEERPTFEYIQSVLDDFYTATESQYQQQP
# Runt-CBFb FRET = inhibitors of RUNX1 Runt–CBFb binding, primary screen, biochemical, FRET, Cerulean-Runt, Venus-CBFb, uHTS. inhibition, % at 20 µM. hit rate 0.46% among 220,000. Cerulean-Runt/Venus-CBFb FRET ratio 530/480, 1 h. Runt-related transcription factor 1 (Homo sapiens) + Core-binding factor subunit beta …. AID 1496, 2009;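 active means inhibition over about 50% at 20 µM in the single-dose screen, limit read from the data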;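 further: 0% = DMSO wells and 100% = excess unlabeled CBFb competitor control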
#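 Reagent – Venus-CBFb binding partner, 100 nM · Assay system – Cerulean-tagged RUNX1 Runt domain (FRET donor) fusion protein · Input – 100 nM per protein · Incubation – two 1 h room-temperature incubations shielded from light · Measured by – FRET fluorescence · Medium – Tris buffer pH 7.5 with salts and BSA · Benchmarks – unlabeled CBFb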
# * = called active by the depositor; · = not tested or not shown; & = joins results of further samples.
SMILES,RBBP9 inh,TNF death inh,EP2 mod,L929 necroptosis,PERK inh,Runt-SMMHC FRET,EP2 antag,Hck-Nef inh,Runt-CBFb FRET
CC(=O)NCC(O)c1ccc([N+](=O)[O-])cc1 (stereo not given),-6,2.1,1,0.0,0.8,-5,4,0,2
CC(=O)N(c1ccccc1Cl)S(=O)(=O)c1ccc(Cl)cc1,-8,1.2,18,0.5,0.3,1,3,-2,-2
Cc1ccc(OCC(=O)c2cc(C)n(Cc3ccco3)c2C)c([N+](=O)[O-])n1,-13,-3.9,-1,-1.0,-0.7,5,4,-3,13
Nc1ccc(C(=O)c2cccs2)cn1,-3,0.1,-3,0.9,0.8,2,9,21,2
CCC(Sc1nc2cc(OC)c(OC)cc2c(=O)n1CCc1ccc(OC)c(OC)c1)C(=O)NCCOC (stereo not given),-4,1.2,-8,-0.7,0.1,0,7,25,-2
O=C1CCCc2ccccc2N1,-5,0.1,-14,2.1,2.8,-4,3,-5,1
O=C(O)CCCC(=O)Nc1ccc(Br)cc1,-2,-0.3,8,0.1,1.1,-2,0,8,1
CCCCc1cc(=O)oc2c(CN(C)C)c(O)c(Cl)cc12,-5,0.9,-20,0.7,0.1,156*,8,117*,75*
CNC(=S)N(Cc1cccs1)Cc1cc2cc(OC)ccc2[nH]c1=O,-2,0.6,36,2.0,0.1,1,5,3,-2
CC1CCCCN1C(=O)CN1C(=O)CN(C)C(=O)c2ccccc21 (stereo not given),1,-2.0,-13&2,0.7,1.1,-1,14&15,1,0
O=C(CSc1nnc2n1CCCN2C(=S)Nc1ccc(Cl)cc1)c1ccccc1,-6,96*,-7,93*,-0.9,-4,13,0,-1
CCOc1cc(-c2noc(CCC(=O)Nc3cccnc3)n2)ccc1OC,-4,-1.8,-17,2.8,1.1,-6,3,6,2
CN(C)C(=O)CCSc1nnc(-c2ccncc2)o1,-6,-0.9,4,10,1.0,-3,1,24,-1
COc1ccc(-c2nc(=S)[nH][nH]2)cc1OC,-12,-0.2,38,2.5,0.7,31,5,22,51*
CC(C)c1ccc(NC(=O)C(c2ccc3c(c2)OCO3)N2CCC3(CC2)OCCO3)cc1 (stereo not given),-1,9.5,-9,7.5,-0.8,-1,6,-2,-2
COc1ccc(O)c(C(=O)c2cc(C#N)c(=O)n(CC3CCCO3)c2)c1 (stereo not given),-4,-0.6,-8,0.0,0.1,-21,9,2,-2
COc1cc(OC)c2nc(C)c3c(c2c1)N(c1ccc(O)cc1)CC3,-6,-0.7,-2,0.0,0.7,3,·,-2,1
Oc1ccc(/C=N/Nc2ccc3ccccc3c2)c(O)c1,-6,-1.5,-83,-0.1,-0.4,33,2,28,15
COc1ccccc1CNC(=O)C(CC(C)C)NS(=O)(=O)c1ccc2c(c1)oc(=O)n2C (stereo not given),-9,0.2,2,-0.3,-0.8,-1,10,0,0
CCc1cc2c(=O)c(-c3nc4ccccc4n3C)c(C)oc2c(CN2CCOCC2)c1O,-4,-0.3,46,0.0,-1.1,8,15,4,4

# Laid out differently: results already given.
SMILES | RBBP9 inh | TNF death inh | EP2 mod | L929 necroptosis | PERK inh | Runt-SMMHC FRET | EP2 antag | Hck-Nef inh | Runt-CBFb FRET
O=C1CCCc2ccccc2N1 | -5 | 0.1 | -14 | 2.1 | 2.8 | -4 | 3 | -5 | 1
CCCCc1cc(=O)oc2c(CN(C)C)c(O)c(Cl)cc12 | -5 | 0.9 | -20 | 0.7 | 0.1 | 156* | 8 | 117* | 75*

# Whole records as entered above:
# Nc1ccc(C(=O)c2cccs2)cn1 is listed as RBBP9 inh: -3; TNF death inh: 0.1; EP2 mod: -3; L929 necroptosis: 0.9; PERK inh: 0.8; Runt-SMMHC FRET: 2; EP2 antag: 9; Hck-Nef inh: 21; Runt-CBFb FRET: 2
# CCC(Sc1nc2cc(OC)c(OC)cc2c(=O)n1CCc1ccc(OC)c(OC)c1)C(=O)NCCOC (stereo not given) is listed as RBBP9 inh: -4; TNF death inh: 1.2; EP2 mod: -8; L929 necroptosis: -0.7; PERK inh: 0.1; Runt-SMMHC FRET: 0; EP2 antag: 7; Hck-Nef inh: 25; Runt-CBFb FRET: -2

# Later entries.
SMILES,RBBP9 inh,TNF death inh,EP2 mod,L929 necroptosis,PERK inh,Runt-SMMHC FRET,EP2 antag,Hck-Nef inh,Runt-CBFb FRET
COCCn1c(C)cc(C(=O)CSc2ncn[nH]2)c1C,-5,-0.1,0,0.5,1.2,-5,12,2,2
CCOC(=O)Cc1csc(NC(=O)CCNS(=O)(=O)c2ccc3c(c2)CCC(=O)N3)n1,-6,0.8,17,-1.0,-0.4,4,9,-1,0
Cc1cc(NC(=O)c2cc(-c3ccc(Br)cc3)on2)no1,-6,0.5,10,4.6,0.3,2,6,19,-3
CCCC(=O)n1nc(-c2ccco2)nc1N,-1,-2.1,28,-0.1,0.1,-2,12,-1,-1
CCc1ccccc1N1C(=O)C2CC(C)=C(C)CC2C1=O (stereo not given),-4,-0.7,24,-0.1,0.1,-1,1,0,-1
COC(=O)c1c(NC(=O)/C=C/C(=O)O)sc(C)c1-c1ccc(C)cc1,-10,-2.5,14,-0.2,0.4,0,9,35,1
Cc1ccc(S(=O)(=O)N(C)c2ccc(OCC(=O)O)cc2)cc1,2,0.6,-24,0.2,-0.3,-2,7,0,-2
COc1ccc(CNC(=O)COC(=O)c2n[nH]c3ccccc23)cc1OC,-3,-4.2,9,1.0,0.1,6,7,2,-5
Cc1ccc(C)c(N2CCN(C(=O)CCCN3C(=S)NC(C)(C)CC3C)CC2)c1 (stereo not given),5,-1.4,0,-0.5,0.0,-2,2,3,0
CCOc1ccc(-n2cc(-c3ccccc3)c3c(N4CCOCC4)ncnc32)cc1,-2,-4.7,19,1.7,0.8,0,14,2,-4
CCN(CC)C1=NC=CC(c2ccccc2)=CC1C (stereo not given),-7,1.5,14,-1.1,0.8,-2,3,5,3
CCOc1ccccc1NC(=O)C1C2C=CC(C2)C1C(=O)O (stereo not given),-6,0.6,3,-0.5,1.2,-3,9,4,2
CCOC(=O)c1nnn(CC(=O)Nc2cccc(F)c2)c1C(=O)OCC,0,0.0,28,-0.7,-1.4,-4,6,1,2
O=C(NCC1CCCO1)C1CCN(S(=O)(=O)c2ccccc2)CC1 (stereo not given),-4,-0.6,11,18,-0.5,2,-3,14,1
O=C(CCCCCN1C(=O)c2ccccc2C1=O)Oc1ccc2c3c(c(=O)oc2c1)CCC3,-14,1.1,27,-0.9,0.4,13,7,25,10
CCN(CC)S(=O)(=O)c1cc(NC(=O)COc2ccc(C#N)cc2OC)ccc1C,1,1.1,-4,67,-0.2,-30,4,3,-5
Cc1ccc(-c2nn(-c3ccccc3)cc2/C=C(\C#N)c2cccc(C#N)c2)o1,-3,-1.8,14,-0.3,-0.7,-12,10,2,-2
CCN(Cc1ccncc1)C(=O)CCc1nnc(CCc2ccc(OC)cc2)o1,-8,0.1,15,1.3,0.1,-1,8,22,-1
CS(=O)(=O)N1CCN(c2ccccc2NC(=O)Cc2ccccc2)CC1,-3,-1.4,24&10,1.5,-0.9,2,12&6,9,1
COc1ccc(CCNC(=O)CSc2nc(-c3ccc(OC)c(OC)c3)ccc2C#N)cc1,-1,1.4,3,-0.4,0.1,-4,12,8,2
Cc1ccc(C(=O)NCCSC2CCCCC2)cc1S(=O)(=O)Nc1ccccc1,-6,-4.2,-16,0.1,-0.9,2,9,-1,-1
Cn1c(/C(C#N)=C/c2ccncc2)nc2ccccc21,-8,-12,3,-3.3,0.4,11,12,13,15
O=C(O)c1ccc(CSc2nnc(-c3cccnc3)n2-c2ccc(Br)cc2)cc1,1,1.2,0,0.9,1.2,3,6,17,3
Cc1ccc(Oc2ccc(-c3nc(N)nc(N)n3)cc2)cc1,-10,-1.8,-42,0.5,-0.6,-6,19,2,-4
CN1C(=O)C(O)(C2OC(C)(C)CCC2=O)c2ccccc21 (stereo not given),-1,0.5,29,1.1,0.5,2,12,-2,-1
C=C(C)[C@@H]1CC=C(CN2CCC(CCOC)(C(=O)OCC)CC2)CC1,-6,-0.2,-20,-1.1,0.7,-1,18,20,0
CCOC1(OCC)N=C(N)C2(C#N)C(c3ccc(NC(C)=O)cc3)C12C#N (stereo not given),-6,-10,12,-0.3,1.0,-3,8,1,-4
CCN(CC)c1cc(C)c(C#N)c2nc3ccccc3n12,-8,-3.0,-1,-0.6,-0.3,90*,8,-55,55*
Cc1cc(C)c2nc3nc(C)cc(C)c3c(N)c2c1,-11,-2.8,-9,19,-1.1,60*,7,5,19
CC1=C(C(=O)Nc2ccccc2C(F)(F)F)C(c2ccc(C)s2)NC(=S)N1 (stereo not given),-5,-0.9,17,1.9,-0.2,4,6,-7,3
COC(=O)C(Cc1csc2ccc(Cl)cc12)NC(=O)c1ccc(Cl)cc1 (stereo not given),-12,-0.8,0,-0.2,-0.1,0,7,-12,2
CCCC(CCC(=O)OC)(C(=O)OCC)c1csc(N)n1 (stereo not given),2,-3.7,13,0.3,0.6,0,1,0,0
CC(=O)C1=NN(c2ccc(Cl)cc2)C(c2ccc3c(c2)OCO3)N(C(C)=O)N1C (stereo not given),2,-2.7,29,0.7,-0.3,-4,10,8,-2

# In a second layout: results already given.
COC(=O)C(Cc1csc2ccc(Cl)cc12)NC(=O)c1ccc(Cl)cc1 (stereo not given)
  RBBP9 inh = -12
  TNF death inh = -0.8
  EP2 mod = 0
  L929 necroptosis = -0.2
  PERK inh = -0.1
  Runt-SMMHC FRET = 0
  EP2 antag = 7
  Hck-Nef inh = -12
  Runt-CBFb FRET = 2
CCN(CC)c1cc(C)c(C#N)c2nc3ccccc3n12
  RBBP9 inh = -8
  TNF death inh = -3.0
  EP2 mod = -1
  L929 necroptosis = -0.6
  PERK inh = -0.3
  Runt-SMMHC FRET = 90*
  EP2 antag = 8
  Hck-Nef inh = -55
  Runt-CBFb FRET = 55*

# Only part of the results is shown, so the mix of outcomes need not match the whole.
